Screening results as filed in PubChem.
IMPase cell inh – IMPase inhibition in cells; CHO-M1 cells, IP1 accumulation, HTRF TR-FRET ratio; inhibition (IP1 accumulation), % at 46.1 µM; P97697; 120,000 tested, under 10 active; active = well fitted curve in the direction sought with a large enough effect in the signal ratio, not every such curve was filed as active; inconclusive = small, poorly fitted or top-dose-only effect, or a change in a side signal; inactive = no such curve, though single readings can be large or run the other way; the % refers to the signal ratio;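 note: cells stimulated with carbachol in lithium chloride buffer; plate controls were DMSO basal wells for no effect and reference inhibitor wells for full effect; higher means more IMPase inhibition seen as more IP1 and lower FRET ratio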
Target sequence (P97697 whole entry, looked up): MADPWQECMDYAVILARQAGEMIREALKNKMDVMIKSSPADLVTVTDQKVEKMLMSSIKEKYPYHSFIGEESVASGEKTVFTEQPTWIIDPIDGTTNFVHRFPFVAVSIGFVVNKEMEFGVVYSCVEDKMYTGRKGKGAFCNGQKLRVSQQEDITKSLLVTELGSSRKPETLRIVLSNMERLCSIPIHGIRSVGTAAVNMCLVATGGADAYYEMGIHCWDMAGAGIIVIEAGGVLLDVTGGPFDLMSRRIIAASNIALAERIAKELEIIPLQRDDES
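In this qHTS, compounds (final up to 46 uM) act on CHO-M1 cells that are then activated through the M1 receptor with carbachol, in pH 7.4 buffer containing 50 mM LiCl, for 30 min. IP1 accumulation is quantified by the IP-One immunoassay.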
12-hLO inh – blocks human 12-lipoxygenase activity. P18054. purified 12-hLO, xylenol orange hydroperoxide absorbance. Potency, µM (titrated, usually from 57.1 µM), inactives show top-dose activity change, negative = inhibition, usual class: inhibitors. 150,000 tested, 0.12% active. AID 1452; note: potency is the fitted concentration of half-maximal effect; nearly all actives have a fitted effect of over 55% in size; many of its hits are not listed in these tables
Target sequence (P18054 whole entry, looked up): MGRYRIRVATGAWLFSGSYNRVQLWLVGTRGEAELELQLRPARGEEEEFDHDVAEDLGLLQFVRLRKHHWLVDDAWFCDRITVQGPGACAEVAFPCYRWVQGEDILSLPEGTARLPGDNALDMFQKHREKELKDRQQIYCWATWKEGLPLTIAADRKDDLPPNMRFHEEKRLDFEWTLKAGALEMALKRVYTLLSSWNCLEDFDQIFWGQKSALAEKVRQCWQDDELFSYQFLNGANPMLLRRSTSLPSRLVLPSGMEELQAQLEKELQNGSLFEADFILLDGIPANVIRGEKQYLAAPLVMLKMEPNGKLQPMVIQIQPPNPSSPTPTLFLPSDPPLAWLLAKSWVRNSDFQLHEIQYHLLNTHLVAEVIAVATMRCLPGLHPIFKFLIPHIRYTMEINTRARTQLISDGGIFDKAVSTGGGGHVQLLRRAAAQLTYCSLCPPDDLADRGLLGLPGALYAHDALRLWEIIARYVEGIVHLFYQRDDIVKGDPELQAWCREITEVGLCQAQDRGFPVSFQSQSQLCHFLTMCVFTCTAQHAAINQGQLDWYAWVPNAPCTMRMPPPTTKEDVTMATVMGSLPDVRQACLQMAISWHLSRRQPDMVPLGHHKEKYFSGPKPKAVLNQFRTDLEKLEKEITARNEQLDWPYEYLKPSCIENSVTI
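Hydroperoxide formation by human 12-lipoxygenase from 40 uM arachidonic acid was followed colorimetrically via ferric-xylenol orange complex, using the 573/405 nm absorbance ratio. Enzyme concentration was 150 nM, with 30 min reaction at room temperature.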
ALOX15B inhib – blocks human 15-lipoxygenase 2 activity; O15296; purified 15hLO-2, xylenol orange hydroperoxide absorbance; Potency, µM (series often up to 57.1 µM), without a hit: top-dose activity change, negative = inhibition, most hits filed as inhibitors; 110,000 tested, 0.56% active; AID 881; note: potency is the fitted concentration of half-maximal effect; nearly all actives have a fitted effect of over 60% in size; many of its hits are not listed in these tables
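Screening format was qHTS against 50 nM purified 15hLO-2 in Hepes pH 7.5 with detergent. Activity follows hydroperoxide formation from 45 uM arachidonic acid, measured as 573:405 nm absorbance ratio of the ferric-xylenol orange complex.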
PNC assembly inh – blocks assembly of the perinucleolar compartment; PC3M PTB-GFP, PNC prevalence imaging, 16 h; hits give low values; activity change (PNC), negative = inhibition, % at 10 µM; 140,000 tested, 3.1% active;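 active = readout at or below -70, meaning at least 70% loss of cells showing the perinucleolar compartment, a nuclear body marking cancer cells; inconclusive = readout between -30 and a set limit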;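 note: plate controls were DMSO wells for no effect and camptothecin positive control wells for full effect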
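Read-out is percentage of cells bearing a perinucleolar compartment, from automated 20x imaging of fixed, Hoechst-stained PC3M PTB-GFP cells. Cells were seeded 4 h, then exposed 16 h to compound (23 nl of library stock) in duplicate plates.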
* marks the source's active call; other numbers are inactive results; ? = inconclusive; . = not tested or not shown; [ ] = dose if it differs, or a comment. Unless noted, calls come from the whole dose curve; as a rule, active = well fitted curve in the direction sought with a large enough effect; inconclusive = small, poorly fitted or top-dose-only effect, or another doubt; inactive = no such curve, though single readings can be large; an effect the other way counts as inactive or inconclusive. Unless noted, % is set by controls: 0 for no effect and ±100 for the full control effect.

SMILES | IMPase cell inh | 12-hLO inh | ALOX15B inhib | PNC assembly inh
COc1ccc(CNC(=O)c2noc(C(C)C)c2[N+](=O)[O-])cc1 | . | -1.3% | . | 9.9
CC(=O)NCc1c(Cl)cccc1-n1cccc1 | -1.1 | 6.9% | 2.2% | -20.2
Nc1nc(-c2ccc(Br)cc2)c(S(=O)(=O)c2ccccc2)s1 | . | -0.2% | . | ?
COC(=O)/C=c1/s/c(=C(\C#N)C(=O)NCc2ccco2)n(-c2ccc(C)cc2)c1=O | -1.3 | -8.4% | -17.7% | -25.5
O=C(Nc1nccs1)c1cc(S(=O)(=O)N2CCOCC2)c(Cl)cc1Cl | 2.6 | 1.1% | -4.3% | -28.9
COc1ccc(NC(=O)C(c2ccccn2)N(C(C)=O)c2ccc(C)cc2)cc1 (stereo not drawn) | . | 2.7% | . | 7.2
COc1ccc2cc3cc(C(=O)Nc4ccc5c(c4)OCCO5)oc3nc2c1 | -7.1 | 1.0% | -27.7% | -18.2
CCN(CC)CCCNC(=O)c1ccc2c(SCC(=O)O)c3c(nc2c1)CCC3 | . | 1.2% | . | -16.5
COc1ccc(NC(=S)NNC(=O)c2nnn(-c3ccccc3)c2C)cc1 | . | -1.0% | . | ?
CN(C)CCNC(=O)c1ccc2c(c1)N(Cc1ccc(F)cc1)CCS2 | -3.7 | -0.6% | 18.9% | 42.7

6 consecutive records from above:
SMILES | IMPase cell inh | 12-hLO inh | ALOX15B inhib | PNC assembly inh
COc1ccc(CNC(=O)c2noc(C(C)C)c2[N+](=O)[O-])cc1 | . | -1.3% | . | 9.9
CC(=O)NCc1c(Cl)cccc1-n1cccc1 | -1.1 | 6.9% | 2.2% | -20.2
Nc1nc(-c2ccc(Br)cc2)c(S(=O)(=O)c2ccccc2)s1 | . | -0.2% | . | ?
COC(=O)/C=c1/s/c(=C(\C#N)C(=O)NCc2ccco2)n(-c2ccc(C)cc2)c1=O | -1.3 | -8.4% | -17.7% | -25.5
O=C(Nc1nccs1)c1cc(S(=O)(=O)N2CCOCC2)c(Cl)cc1Cl | 2.6 | 1.1% | -4.3% | -28.9
COc1ccc(NC(=O)C(c2ccccn2)N(C(C)=O)c2ccc(C)cc2)cc1 (stereo not drawn) | . | 2.7% | . | 7.2

Remaining list, next part
SMILES | IMPase cell inh | 12-hLO inh | ALOX15B inhib | PNC assembly inh
Cc1c(C(=O)NC(C)C)c(-c2ccccc2)nn1-c1ccccc1 | . | 3.5% | . | 28.6
CCOc1cc(C)c(C(C)C)cc1S(=O)(=O)N1CCOCC1 | 1.4 | -0.8% | -3.5% | 7.9
CN1CCN(CCCNC(=O)C2CCN(c3nnc(-n4cccc4)s3)CC2)CC1 | 9.7 | 0.5% | 12.4% | 31.5
Cc1ccc(C(=O)Nc2ccc(C(=O)/C=C/c3cccs3)cc2)cc1 | -3.7 | 1.6% | -18.3% | 74.9
CC1(C)S[C@@H]2[C@H](NC(=O)C3(N)CCCCC3)C(=O)N2[C@H]1C(=O)O | -8.5[20.6 µM] | 2.2%[25.6 µM] | 6.0%[25.6 µM] | .
Cc1cnc(CNc2ncncc2-c2ccccc2C#N)cn1 | . | -1.1% | 5.0% | .
CC(=O)c1ccc2c(c1)C1C=CCC1C(c1ccncc1)N2 (stereo not drawn) | 1.9 | -15.9% | -23.4% | -22.9
CCN(CC)S(=O)(=O)c1cc(NC(=O)CN2C(=O)NC3(CCCc4ccccc43)C2=O)ccc1C (stereo not drawn) | . | 1.6% | . | 49.1
Cc1sc(NC(=O)c2ccccc2)c(C(=O)c2ccccc2)c1C | . | -2.8% | . | 7.5
Cc1cc(C)c(C)c(S(=O)(=O)NCC(=O)N2CCCC2)c1C | -9.2 | 3.2% | -5.8% | ?
Cc1cccn2c(=O)c(/C=C(\C#N)C(=O)NCc3ccco3)c(N3CCCC(C)C3)nc12 (stereo not drawn) | -4.2 | -3.9% | . | ?
COc1cc(-c2cc(C(=O)Nc3nc4ccccc4s3)c3ccccc3n2)cc(OC)c1OC | . | -0.4% | . | ?
CCc1ccc(N2CSC3=C(C#N)C(c4cccs4)CC(=O)N3C2)cc1 (stereo not drawn) | -27.7 | ? | 20µM* | -19.5
CC(=O)NC(CCS(C)(=O)=O)C(=O)Nc1ccc(C)c(F)c1 (stereo not drawn) | 3.6 | 5.5% | -4.6% | 23.1
CC(=O)C12C3C4C(C5C1C3C5(Br)C41OCCO1)C21OCCO1 (stereo not drawn) | . | 17.3% | . | 6.9
COC(=O)CSc1nc2ncc(Cl)cc2[nH]1 | 5.8 | -2.3% | 1.1% | -17.7
Cc1ccc(NCN2C(=O)C3CC=C(Cl)CC3C2=O)cc1 (stereo not drawn) | -4.8 | 1.3% | 4.7% | 39.4
Cc1cccc(Nc2nnc(SCc3cc(=O)n4cc(C)ccc4n3)s2)c1 | . | 6.4% | . | ?
O=C(O)C1C2C=CC(C2)C1C(=O)OC1CC2CCC1C2 (stereo not drawn) | 0.6 | -3.8% | -4.3% | -11.9
CC1(C)CC(=O)C2=C(C1)N1C(=C(C#N)C2c2ccccc2Cl)N=C(N)c2ccccc21 (stereo not drawn) | . | -7.0% | . | 46.1
O=C(Nc1ccc(-c2cc3ccccc3oc2=O)c(Cl)c1)c1cccnc1 | -2.7 | -0.7% | ? | -8.6
Cc1ccc(-c2c3c(=O)n(C)c(=O)n(C)c3cn2N2CCOCC2)cc1 | -2.8 | -5.0% | -7.2% | ?
CCCCOC(=O)/C=C/c1ccc(OC(=O)OC)c(OC(=O)OC)c1 | . | -5.0% | . | 21.6
CC1CCCC(NC(=O)C2c3ccccc3C(=O)N2Cc2cccs2)C1C (stereo not drawn) | . | 1.6% | . | ?
Cc1ccc(OCC(=O)Nc2ccc(S(=O)(=O)Nc3onc(C)c3C)cc2)cc1 | -1.3 | -3.6% | -12.2% | 62.1
O=C(Cc1ccc(Cl)c(Cl)c1)Nc1ccc(SC(F)F)cc1 | . | -1.1% | . | 47.7
C/C(=N\NS(=O)(=O)c1ccc(C)c([N+](=O)[O-])c1)c1cc2ccccc2o1 | 2.6 | -6.8% | -16.6% | -26.7
CCn1c(SCC(=O)Nc2cc3oc4ccccc4c3cc2OC)nnc1-c1cccs1 | 3.6 | 2.4% | 0.3% | 30.7
CN(C)S(=O)(=O)c1cc(NC(=O)COC(=O)Cc2cccc3ccccc23)ccc1Cl | 7.3 | -2.8% | . | -6.0
CC1CC(C)CN(CCC(=O)Nc2cccc(Cl)c2)C1 (stereo not drawn) | 18.2 | 5.4% | 47.8%[activator] | 19.4
C=C(C)[C@H]1CC=C(C)/C(=N/NC(=O)CNc2ccccc2OC)C1 | -1.1 | 2.9% | -9.1% | 15.0
O=C1OCCC1Sc1nc(-c2ccccc2)cs1 (stereo not drawn) | -5.6 | -0.5% | -1.2% | 24.2
N#Cc1c(Nc2ccccc2)sc(C(=O)c2ccc(F)cc2)c1N | . | -1.9% | . | 29.0
O=S(=O)(c1ccc(OCC(O)CN2CCCCC2)cc1)N1CCOCC1 (stereo not drawn) | -6.5 | -3.1% | 8.0% | 8.5
O=C(c1ccco1)N1CCN(c2ncnc3scc(-c4ccccc4)c23)CC1 | 2.9 | -3.3% | 3.5% | 45.7
O=C(CSCc1ccc(F)cc1)NCc1ccco1 | -1.1 | 3.3% | -13.4% | -16.8
CCOc1ccc(C(C)=O)cc1N1C(=O)C2C3C=CC(C3=C(C)C)C2C1=O (stereo not drawn) | 9.7 | -3.8% | -8.5% | ?
CCN(C(=O)COC(=O)c1cc(C)n(-c2ccc(F)cc2)c1C)C1CCS(=O)(=O)C1 (stereo not drawn) | -7.1 | 11.9% | 1.1% | -28.5
Cc1cccc(C)c1NC(=O)CNc1ccccc1 | -0.9 | 6.2% | 1.4% | 2.6
Cc1ccc(C(N)=O)cc1S(=O)(=O)Nc1cccc(C)c1C | -0.1 | -3.5% | -0.7% | ?

Compound profiles, from the list above. Order of values: IMPase cell inh, 12-hLO inh, ALOX15B inhib, PNC assembly inh
O=C1OCCC1Sc1nc(-c2ccccc2)cs1 (stereo not drawn) in the list: -5.6, -0.5%, -1.2%, 24.2
N#Cc1c(Nc2ccccc2)sc(C(=O)c2ccc(F)cc2)c1N in the list: ., -1.9%, ., 29.0
O=S(=O)(c1ccc(OCC(O)CN2CCCCC2)cc1)N1CCOCC1 (stereo not drawn) in the list: -6.5, -3.1%, 8.0%, 8.5
O=C(c1ccco1)N1CCN(c2ncnc3scc(-c4ccccc4)c23)CC1 in the list: 2.9, -3.3%, 3.5%, 45.7
O=C(CSCc1ccc(F)cc1)NCc1ccco1 in the list: -1.1, 3.3%, -13.4%, -16.8

Other entries:
SMILES | IMPase cell inh | 12-hLO inh | ALOX15B inhib | PNC assembly inh
Cc1c(Cl)cccc1NC(=O)CNC(=O)c1ccc(F)cc1 | -6.0 | -2.1% | . | -2.6
COc1ccc(CN2C(=O)CN(C3CCCCCC3)C(=O)C2c2ccc(F)cc2)cc1 (stereo not drawn) | 2.8 | 0.3% | . | 44.9
COc1cccc(N/C(N)=N/c2nc(C(F)(F)F)cc(=O)[nH]2)c1 | -11.8 | -1.9% | . | ?
CCOC(=O)c1ccc(NC(=O)CSc2nnc(C3CC3)n2C)cc1 | -0.2 | -5.9% | . | -10.6
COC(=O)C1=C(C)N(Cc2ccccc2)C(=O)N[C@H]1c1ccccc1 | . | -6.8% | . | 40.5
Cc1cc(O)c(C)c(O)c1C(=O)O | . | -2.3% | -6.2% | .
O=C(CSc1nc2ccccc2[nH]1)Nc1ccc2c(c1)OCCO2 | -5.5 | -2.1% | 1.0% | 9.1
O=c1ccsn1Cc1ccccc1 | 11.4 | -11.0% | ? | -7.5
Cc1ccc(S(=O)(=O)NCC(c2ccco2)N2CCOCC2)cc1 (stereo not drawn) | . | 18.1% | . | -16.8
CC(C)(C)NC(=O)/C(=C\c1ccc(Br)cc1)NC(=O)c1cccs1 | 0.2 | -6.9% | 14.2% | ?
Cc1cccc(NCCC#N)c1 | . | -3.1% | . | -134.0*
N#CCC(CNc1ncc(C(F)(F)F)cc1Cl)OC(=O)c1cccc([N+](=O)[O-])c1 (stereo not drawn) | -5.5 | -3.9% | -0.1% | ?
O=C1CSC(c2cn(-c3ccccc3)nc2-c2cccs2)N1Cc1ccccc1 (stereo not drawn) | -6.8 | 6.4% | 9.2% | 26.2
S=c1[nH]nc(-c2ccco2)n1-c1cccc2ccccc12 | 9.5 | -3.5% | -13.4% | 19.3
COCCCNC(=O)Cn1nnc(-c2ccccc2NC(=O)c2ccccc2F)n1 | 0.5 | -1.2% | 10.2% | ?
CCN(CC)c1ccc2c(c1)oc(=O)c1c(Cl)cc(=O)oc12 | -8.5 | -12.8% | -10.7% | -3.9
CCc1nnc(NC(=O)CSc2nc3cccnc3n2C2CCCCC2)s1 | -9.9 | -7.1% | -1.6% | -29.8
CCOc1cc(CNc2ccc(N3CCCCC3)cc2)cc(Br)c1OCC(=O)NC(C)(C)C | . | -2.7% | . | -10.1
CCc1ccc(/C=C(\Cl)c2nc3cc(Cl)ccc3c(=O)[nH]2)cc1 | . | -4.1% | . | 19.3
CCn1c(CSc2nc3ccccc3s2)nnc1SCC(=O)c1ccc(O)cc1O | 6.5 | 0.1% | -6.3% | -28.4
Cn1nnnc1SCC(=O)c1ccc(Br)s1 | 0.2 | -28.1% | -0.5% | -7.2
Cn1c(=O)c2c(nc(SCCN3CCCCC3)n2C)n(C)c1=O | 12.9 | 2.5% | . | 26.5
C[N+]1(C)CC2([N+](=O)[O-])CC=C(Oc3ccccc3)C([N+](=O)[O-])(C2)C1 (stereo not drawn) | 4.1 | 1.5% | . | 17.1
C=CCOc1ccccc1C1C2=C(CC(C)(C)CC2=O)Nc2c1c(=O)n(C)c(=O)n2C (stereo not drawn) | -19.9 | -3.1% | -7.4% | 6.3
COc1ccc(-c2cc(C(F)(F)F)n3nc(C(=O)N4CCOCC4)nc3n2)cc1 | -8.4 | -2.4% | 0.0% | ?
